High-throughput results deposited in PubChem BioAssay by Sanford-Burnham Center for Chemical Genomics.
mIAP inh = mouse IAP inhibition. purified mouse IAP, CDP-Star luminescence, 30 min. inhibition, % at 10 µM. 330,000 compounds, 0.2% hits;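 active = inhibition of at least 40% at 10 µM in the primary screen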;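 note: plate controls were DMSO with enzyme for no effect and no enzyme wells for full effect; values of inactives mirror those of a sister screen read the other way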
hIAP block = blocks human intestinal alkaline phosphatase; P09923; purified IAP, CDP-Star luminescence, 30 min; inhibition, % at 10 µM; 330,000 compounds, 0.12% hits; AID 2544;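 active = inhibition reaching a set limit with compound at 10 µM in the primary screen, cut at about 35% in these data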;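 note: plate controls were DMSO wells with enzyme for no effect and no-enzyme buffer wells for full effect; values of inactives mirror those of a sister screen read the other way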
NALP3 yeast inh = blocks the NALP3 inflammasome reconstituted in yeast | Yeast reconstituted NLRP3/ASC/caspase-1, beta-gal luminescence, 24 h | inhibition, % at 10 µM | AID 2825 | 330,000 compounds, 0.39% hits;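 active = inhibition of 50% or more; inactive = inhibition below 50%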;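 note: plate controls were induced DMSO wells for no effect and uninduced yeast grown without galactose for full effect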
ATG4B inh = ATG4B (human) cysteine protease inhibition | Q9Y4P1 | ATG4B cleavage of LC3-PLA2, NBD-HPC fluorescence, 1 h | inhibition, % at 8.33 µM | 340,000 compounds, 0.51% hits | AID 504462; in the data active = inhibition above about 40%
Apaf1 inhib = blocks human Apaf-1 apoptosome activity; inhibition, % at 20 µM; O14727; reconstituted apoptosome caspase-3 activity, DEVD-Rh110 fluorescence; 330,000 compounds, 0.71% hits; active = inhibition of at least 40% at 20 µM;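 note: plate controls were DMSO wells for no effect and DEVD-CHO caspase inhibitor wells for full effect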
Target sequence (O14727 whole entry, looked up): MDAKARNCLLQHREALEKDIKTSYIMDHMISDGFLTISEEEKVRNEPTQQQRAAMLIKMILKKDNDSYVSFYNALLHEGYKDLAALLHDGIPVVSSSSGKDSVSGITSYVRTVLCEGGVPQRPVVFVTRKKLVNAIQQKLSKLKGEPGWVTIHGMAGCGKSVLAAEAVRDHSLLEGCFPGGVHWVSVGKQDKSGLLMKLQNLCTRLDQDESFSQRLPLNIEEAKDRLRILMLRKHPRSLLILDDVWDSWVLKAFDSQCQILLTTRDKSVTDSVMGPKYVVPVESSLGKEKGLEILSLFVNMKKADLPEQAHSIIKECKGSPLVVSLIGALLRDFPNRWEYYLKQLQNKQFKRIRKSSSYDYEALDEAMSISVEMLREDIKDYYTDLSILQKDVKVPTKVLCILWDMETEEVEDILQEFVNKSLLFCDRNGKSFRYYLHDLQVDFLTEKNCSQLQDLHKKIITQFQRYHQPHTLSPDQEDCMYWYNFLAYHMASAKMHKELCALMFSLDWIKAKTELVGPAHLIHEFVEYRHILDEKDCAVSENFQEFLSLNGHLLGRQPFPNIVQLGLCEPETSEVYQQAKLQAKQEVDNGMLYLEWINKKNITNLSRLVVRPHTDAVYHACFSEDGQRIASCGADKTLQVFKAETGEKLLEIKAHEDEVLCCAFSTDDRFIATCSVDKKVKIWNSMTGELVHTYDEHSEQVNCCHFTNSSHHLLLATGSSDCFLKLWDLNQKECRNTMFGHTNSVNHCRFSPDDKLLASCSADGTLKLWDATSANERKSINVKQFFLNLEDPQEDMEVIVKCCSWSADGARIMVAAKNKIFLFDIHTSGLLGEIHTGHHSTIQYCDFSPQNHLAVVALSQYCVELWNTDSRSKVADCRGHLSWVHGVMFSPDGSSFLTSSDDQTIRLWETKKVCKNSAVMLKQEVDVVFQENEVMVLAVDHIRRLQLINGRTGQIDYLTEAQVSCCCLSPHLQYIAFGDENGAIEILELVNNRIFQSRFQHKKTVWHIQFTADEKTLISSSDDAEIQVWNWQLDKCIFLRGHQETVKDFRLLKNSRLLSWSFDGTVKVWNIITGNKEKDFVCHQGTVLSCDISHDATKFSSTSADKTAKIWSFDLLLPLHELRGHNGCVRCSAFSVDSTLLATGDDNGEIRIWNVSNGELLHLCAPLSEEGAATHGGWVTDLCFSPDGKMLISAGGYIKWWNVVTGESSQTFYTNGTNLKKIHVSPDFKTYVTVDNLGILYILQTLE
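System: reconstituted apoptosome with Apaf-1, cytochrome c, caspase-9, procaspase-3, dATP; Signal: Rh110 fluorescence intensity; Schedule: 30 min compound preincubation, 50 min activation, room temperature; Reagent: cytochrome c trigger plus (Z-DEVD)2-Rh110 caspase-3 substrate.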
mIAP act = mouse IAP activation | muIAP, CDP-Star luminescence, 30 min; active compounds read high; 1 = vehicle-only enzyme signal, 0 = enzyme-free wells | activation factor at 10 µM | 330,000 compounds, 0.24% hits | AID 2805;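 active = activation factor of at least 2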; note: the source names both 10 and 20 µM as test concentration; values of inactives mirror those of a sister screen read the other way
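System: Mouse IAP enzyme | Also added: CDP-Star substrate | Dosing: Compounds dispensed in DMSO | Schedule: 30 min enzyme-substrate-compound incubation at room temperature | Technique: Chemiluminescence readout | Control set: DMSO-only wells and no-enzyme negative control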
TIM10 inh = growth inhibitors of TIM10 yeast strain | 330,000 compounds, 1.4% hits | inhibition, % at 10 µM | S. cerevisiae TIM10 strain growth, BacTiter-Glo luminescence, 24 h;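 active = inhibition of 40% or more at the single tested concentration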;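 note: wild-type TIM10 isogenic control strain grown at permissive 25 °C; 0% = DMSO yeast wells and 100% = minimal medium wells without yeast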
tim10-1 inh = inhibits growth of tim10-1 mutant yeast. S. cerevisiae tim10-1 ts strain growth, BacTiter-Glo, 24 h. inhibition, % at 20 µM. 330,000 compounds, 2.2% hits;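 active = inhibition of at least 40%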;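 note: mutant grown at 25 °C; 0% = DMSO wells with yeast and 100% = wells holding no yeast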
hIAP act = human IAP activation; activation factor at 10 µM; P09923; 330,000 compounds, 0.16% hits; purified human IAP, CDP-Star luminescence, 30 min; active compounds read high; 1 = vehicle-only enzyme, 0 = enzyme-free background;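 active = activation factor of the enzyme at least 2-fold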; note: the source names both 10 and 20 µM as test concentration; values of inactives mirror those of a sister screen read the other way
An asterisk follows results filed as active.

The opening two compounds, ahead of the listing:
Cc1cc(-c2ccc(S(=O)(=O)N(C)Cc3ccccc3)cc2)on1 was read as mIAP inh 0, hIAP block -9, NALP3 yeast inh 13, ATG4B inh 0, Apaf1 inhib 8, mIAP act 1, TIM10 inh 1, tim10-1 inh 6 and hIAP act 1.1.
Screening CN(C)C(=O)c1ccc(NC(=O)COc2cccc3c2OC(C)(C)C3)cc1 returned mIAP inh 3, hIAP block -5, NALP3 yeast inh 3, ATG4B inh 0, Apaf1 inhib -4, mIAP act 0.97, TIM10 inh 5, tim10-1 inh 18 and hIAP act 1.

Main list, from the first entry:
Cc1cc(-c2ccc(S(=O)(=O)N(C)Cc3ccccc3)cc2)on1 was read as mIAP inh 0, hIAP block -9, NALP3 yeast inh 13, ATG4B inh 0, Apaf1 inhib 8, mIAP act 1, TIM10 inh 1, tim10-1 inh 6 and hIAP act 1.1.
Screening CN(C)C(=O)c1ccc(NC(=O)COc2cccc3c2OC(C)(C)C3)cc1 returned mIAP inh 3, hIAP block -5, NALP3 yeast inh 3, ATG4B inh 0, Apaf1 inhib -4, mIAP act 0.97, TIM10 inh 5, tim10-1 inh 18 and hIAP act 1.
Screening CC1CCCCN1Cc1c(O)ccc2c(=O)c(-c3nc4ccccc4s3)coc12 (centres undefined) returned mIAP inh 9, hIAP block 18, NALP3 yeast inh 16, ATG4B inh 9, Apaf1 inhib -1, mIAP act 0.91, TIM10 inh 25, tim10-1 inh 21 and hIAP act 0.82.
`Cc1ccc(NC(=O)CCC(=O)NNC(=O)c2ccco2)c(C)c1` gave mIAP inh 0, hIAP block 5, NALP3 yeast inh -10, ATG4B inh -2, Apaf1 inhib -22, mIAP act 0.99, TIM10 inh -11, tim10-1 inh 10 and hIAP act 0.95.
COc1cc(/C=N/n2nnnc2N)ccc1OC(C)C was read as mIAP inh 2, hIAP block 12, NALP3 yeast inh 2, ATG4B inh -7, Apaf1 inhib 2, mIAP act 0.98, TIM10 inh 9, tim10-1 inh 1 and hIAP act 0.88.
For CCn1cc(C(=O)O)c(=O)c2cc(F)c(N3CCNCC3)cc21 the results were mIAP inh -1, hIAP block -22, NALP3 yeast inh 1, Apaf1 inhib -2, mIAP act 1, TIM10 inh 0, tim10-1 inh 3 and hIAP act 1.2.
CC(C)N1CCC(N2CCN(CCCc3ccccc3)CC2CCO)CC1 (centres undefined) was read as mIAP inh -1, hIAP block 10, NALP3 yeast inh 14, ATG4B inh 8, Apaf1 inhib 8, mIAP act 1, TIM10 inh -6, tim10-1 inh 0 and hIAP act 0.9.
For COCCN1C(=O)C(=O)/C(=C(/O)c2ccc(S(=O)(=O)N3CCOCC3)cc2)C1c1cccc(Cl)c1 (centres undefined) the results were mIAP inh -7, hIAP block -12, NALP3 yeast inh -3, ATG4B inh 28, Apaf1 inhib 13, mIAP act 1.1, TIM10 inh -4, tim10-1 inh -1 and hIAP act 1.1.
Screening Fc1ccc(OCCn2cnc(Cl)c2Cl)cc1 returned mIAP inh 4, hIAP block -8, NALP3 yeast inh 24, ATG4B inh -9, Apaf1 inhib -11, mIAP act 0.96, TIM10 inh -19, tim10-1 inh -1 and hIAP act 1.1.
Screening CC(C)CC(=O)Nc1ccc(N2CCN(C(=O)c3cccs3)CC2)cc1 returned mIAP inh 3, hIAP block -4, NALP3 yeast inh 14, ATG4B inh 2, Apaf1 inhib 4, mIAP act 0.97, TIM10 inh 7, tim10-1 inh 23 and hIAP act 1.
Screening O=C(Nc1ccc(S(=O)(=O)N2CCOCC2)cc1)c1ccccc1 returned mIAP inh 1, hIAP block 16, NALP3 yeast inh 12, ATG4B inh -5, Apaf1 inhib -3, mIAP act 0.99, TIM10 inh 12, tim10-1 inh 12 and hIAP act 0.84.
COc1cccc(CN(C)CC(=O)NC(=O)NCc2ccccc2)c1 was read as mIAP inh 7, hIAP block 5, NALP3 yeast inh 18, ATG4B inh 0, Apaf1 inhib 7, mIAP act 0.93, TIM10 inh -4, tim10-1 inh 13 and hIAP act 0.95.
For CC(=O)c1ccc(NC(=O)C2CC(c3ccc(F)cc3)=NO2)cc1 (centres undefined) the results were mIAP inh -8, hIAP block -15, NALP3 yeast inh 20, ATG4B inh -1, Apaf1 inhib -15, mIAP act 1.1, TIM10 inh -13, tim10-1 inh 3 and hIAP act 1.1.
Screening O=[N+]([O-])c1ccc(/C=N/Nc2nc(N3CCOCC3)nc(N3CCOCC3)n2)cc1 returned mIAP inh 2, hIAP block -5, NALP3 yeast inh 2, Apaf1 inhib -3, mIAP act 0.98, TIM10 inh -5, tim10-1 inh 7 and hIAP act 1.1.
Screening Cc1nn(-c2cc(N3CCCCCC3)ccc2[N+](=O)[O-])c(=O)c2ccccc12 returned mIAP inh 16, hIAP block 8, NALP3 yeast inh 5, ATG4B inh 1, Apaf1 inhib -4, mIAP act 0.84, TIM10 inh 25, tim10-1 inh 23 and hIAP act 0.92.
COc1ccc(N2C(=O)CSC2c2ccccc2F)c(OC)c1 (centres undefined) was read as mIAP inh 4, hIAP block 3, NALP3 yeast inh -15, ATG4B inh 0, Apaf1 inhib 3, mIAP act 0.96, TIM10 inh 26, tim10-1 inh 22 and hIAP act 0.97.
Screening COC(=O)c1ccc(N(C(=O)CNC(=O)c2ccco2)C(C(=O)NC2CCCC2)c2ccco2)cc1 (centres undefined) returned mIAP inh 6, hIAP block -3, NALP3 yeast inh 18, ATG4B inh -8, Apaf1 inhib 0, mIAP act 0.94, TIM10 inh -14, tim10-1 inh 0 and hIAP act 1.
For CC1CCN(C(=O)c2cccc(S(=O)(=O)N3CCCCC3)c2)CC1 the results were mIAP inh 5, hIAP block -3, NALP3 yeast inh -10, ATG4B inh 9, Apaf1 inhib -7, mIAP act 0.95, TIM10 inh -10, tim10-1 inh 31 and hIAP act 1.
For O=C(O)c1ccc(-c2noc(-c3cccc(Cl)c3)n2)cc1 the results were mIAP inh 3, hIAP block 15, NALP3 yeast inh 14, ATG4B inh 3, Apaf1 inhib 1, mIAP act 0.97, TIM10 inh -2, tim10-1 inh -39 and hIAP act 0.85.
Screening Cn1c(SCC(=O)NC(=O)NCc2ccco2)nnc1-c1ccccc1 returned mIAP inh -4, hIAP block -17, NALP3 yeast inh 14, ATG4B inh 5, Apaf1 inhib 12, mIAP act 1, TIM10 inh -11, tim10-1 inh 20 and hIAP act 1.2.
Screening N#CCOc1ccccc1P(=O)(c1ccccc1)c1ccccc1 returned mIAP inh -2, hIAP block -10, NALP3 yeast inh 4, ATG4B inh 5, Apaf1 inhib 11, mIAP act 1, TIM10 inh 5, tim10-1 inh 30 and hIAP act 1.1.
`CCN(CC)S(=O)(=O)c1ccc(OC)c(NC(=O)c2ccc3c(c2)OCO3)c1` gave mIAP inh 3, hIAP block 0, NALP3 yeast inh 8, ATG4B inh -10, Apaf1 inhib 1, mIAP act 0.97, TIM10 inh 24, tim10-1 inh 31 and hIAP act 1.
For O=C(COc1nc2ccccc2nc1N1CCOCC1)NCC(F)(F)F the results were mIAP inh 0, hIAP block 4, NALP3 yeast inh -9, ATG4B inh 26, Apaf1 inhib -5, mIAP act 0.99, TIM10 inh 6, tim10-1 inh 12 and hIAP act 0.96.
CC(=O)c1sc(NC(=O)c2cccc3ccccc23)nc1C was read as mIAP inh 8, hIAP block -13, NALP3 yeast inh 17, ATG4B inh 7, Apaf1 inhib -1, mIAP act 0.92, TIM10 inh -20, tim10-1 inh 1 and hIAP act 1.1.
Screening Cc1cccc(OCC2=N/C(=C\N(C)C)C(=O)O2)c1 returned mIAP inh 4, hIAP block 5, NALP3 yeast inh 20, ATG4B inh 10, Apaf1 inhib 3, mIAP act 0.96, TIM10 inh 6, tim10-1 inh 17 and hIAP act 0.95.
`COc1cc(NC(=O)COC(=O)CC2CC3CCC2C3)cc(OC)c1` (centres undefined) gave mIAP inh -22, hIAP block -5, NALP3 yeast inh 14, ATG4B inh 3, Apaf1 inhib 4, mIAP act 1.2, TIM10 inh 13, tim10-1 inh 14 and hIAP act 1.
For c1ccc(-c2noc(-c3cccc4ccccc34)n2)nc1 the results were mIAP inh 4, hIAP block -4, NALP3 yeast inh -13, ATG4B inh -20, Apaf1 inhib 12, mIAP act 0.96, TIM10 inh 24, tim10-1 inh 16 and hIAP act 1.
`O=C(NCCC(=O)N1CCCC(C(F)(F)F)C1)c1ccc(Br)cc1` (centres undefined) gave mIAP inh -5, hIAP block -10, NALP3 yeast inh 12, ATG4B inh -5, Apaf1 inhib -5, mIAP act 1.1, TIM10 inh -39, tim10-1 inh -3 and hIAP act 1.1.
For O=C(CN1C(=O)c2cccc3cccc1c23)N1CCc2ccccc2C1 the results were mIAP inh 7, hIAP block 5, NALP3 yeast inh 20, ATG4B inh 0, Apaf1 inhib 1, mIAP act 0.93, TIM10 inh 22, tim10-1 inh 27 and hIAP act 0.95.
Screening CCC(O)c1nc2ccccc2n1CCc1ccccc1 (centres undefined) returned mIAP inh 1, hIAP block 1, NALP3 yeast inh 6, ATG4B inh -6, Apaf1 inhib 2, mIAP act 0.99, TIM10 inh 4, tim10-1 inh -2 and hIAP act 0.99.
Screening O=C(Nc1ccc(Br)cc1)c1cccnc1N1CCOCC1 returned mIAP inh -1, hIAP block 6, NALP3 yeast inh 10, ATG4B inh -7, Apaf1 inhib -3, mIAP act 1, TIM10 inh 11, tim10-1 inh 1 and hIAP act 0.94.
Cc1noc(C)c1CSCC(=O)OCC(=O)NC1CCCCC1 was read as mIAP inh -15, hIAP block -19, NALP3 yeast inh -3, ATG4B inh 4, Apaf1 inhib 5, mIAP act 1.2, TIM10 inh -10, tim10-1 inh 17 and hIAP act 1.2.
For COc1ccc(S(=O)(=O)N2CCc3ccccc32)cc1C(=O)NCc1ccco1 the results were mIAP inh 6, hIAP block 0, NALP3 yeast inh 13, ATG4B inh 0, Apaf1 inhib 16, mIAP act 0.94, TIM10 inh 10, tim10-1 inh 23 and hIAP act 1.
Screening O=C1CNC(=S)N1CCCn1ccnc1 returned mIAP inh 0, hIAP block -24, NALP3 yeast inh -2, ATG4B inh 6, Apaf1 inhib -11, mIAP act 1, TIM10 inh 20, tim10-1 inh -13 and hIAP act 1.2.
CCOc1ccc(-n2c(SCC(=O)Nc3ccc4c(c3)OCO4)nc3ccccc3c2=O)cc1 was read as mIAP inh -19, hIAP block 10, NALP3 yeast inh 0, ATG4B inh 18, Apaf1 inhib -6, mIAP act 1.2, TIM10 inh 24, tim10-1 inh 28 and hIAP act 0.9.
`Cc1nc2c(nnn2Cc2ccccc2)c(=O)n1-c1ccccc1` gave mIAP inh 2, hIAP block 5, NALP3 yeast inh 1, ATG4B inh 13, Apaf1 inhib 6, mIAP act 0.98, TIM10 inh 13, tim10-1 inh 7 and hIAP act 0.95.
Screening CCOC(=O)N[C@H](Cc1c[nH]c2ccccc12)C(=O)NC1CC1 returned mIAP inh -14, hIAP block -14, NALP3 yeast inh -24, ATG4B inh -6, Apaf1 inhib 7, mIAP act 1.1, TIM10 inh -5, tim10-1 inh -5 and hIAP act 1.1.
Screening Cc1ccc(S(=O)(=O)Nc2ccc(F)cc2)cc1C(=O)N1CCOCC1 returned mIAP inh 10, hIAP block 4, NALP3 yeast inh 5, ATG4B inh -1, Apaf1 inhib -3, mIAP act 0.9, TIM10 inh -3, tim10-1 inh -11 and hIAP act 0.96.

An unsorted share of the library; 4.5% or so of the library scored in one or more.
